D1 agonist: Allosteric Agonists of the Human D1 Dopamine Receptor: qHTS; D(1A) dopamine receptor (Homo sapiens), P21728; actives 1% (n = 360,000); HEK293 T-REx D1 cells, calcium flux, agonist mode; activation, % at 2 µM; note: 0% is about no effect
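Agonism was scored from calcium flux recorded over 180 s (1 read/s) after pintool compound addition, following a 10-cycle baseline. Cells were inducible force-coupled HEK293 TREx D1, plated overnight at 30 C and loaded with no-wash calcium dye.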
D2 antagonist: HTS Assay for Allosteric Antagonists of the Human D2 Dopamine Receptor: Primary Screen for Antagonists; D(2) dopamine receptor (Homo sapiens), P14416; HEK293 TREx D2 cells, calcium flux, dopamine EC80; inhibition, % at 10 µM; actives 2% (n = 340,000); in the data active = inhibition above about 30%; note: 0% is about no effect
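In this primary screen, negative modulation is detected by tracking calcium flux after an EC80 dopamine challenge in inducible HEK293 T-REx D2 cells preexposed to test compound for 180 s.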
D1 antagonist: Antagonist of Human D 1 Dopamine Receptor: qHTS; activity change, negative = inhibition, % at 10 µM; HEK293 TREx D1 cells, calcium flux, dopamine EC80; hits give low values; D(1A) dopamine receptor (Homo sapiens), P21728; actives 3.2% (n = 360,000); in the data active = activity change below about -30%; note: % is set by controls: 0 for no effect and ±100 for the full control effect
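Using tetracycline-induced force-coupled D1 Hek293 cells and a calcium dye, signals were followed for 180 s after compound, then for 180 s after EC80 dopamine, to detect inhibitors.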
D2 agonist: HTS Assay for Allosteric Agonists of the Human D2 Dopamine Receptor: Primary Screen for Agonists; activation, % at 2 µM; D(2) dopamine receptor (Homo sapiens), P14416; HEK293 T-REx D2 cells, calcium flux agonist mode; actives 0.53% (n = 340,000);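 active = activation over 3 SD above normal in the single-dose calcium agonist read, cut at about 30% in these data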; note: 0% is about no effect
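In this primary screen, compounds producing a positive calcium signal within 180 s of addition to tetracycline-induced, force-coupled HEK293 Trex D2 cells are flagged; cells are dye-loaded with a no-wash calcium kit beforehand.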
D1 potentiator: Potentiators of Human D1 Dopamine Receptor: qHTS | HEK293 TREx D1 cells, calcium flux, dopamine EC20 potentiation | actives 0.036% (n = 360,000) | potentiation, % at 10 µM; in the data active = potentiation above about 30%; note: 0% is about no effect
TRHR ag: qHTS for Small Molecule Agonists and Allosteric Enhancers of Human TRH Receptor: Primary Screen for Agonists; Thyrotropin-releasing hormone receptor (Homo sapiens), P34981; TRHR cells, calcium flux fluo-8, FDSS agonist mode; activation, % at 2 µM; actives 0.18% (n = 360,000); AID 493084, 2011; note: 0% is about no effect
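TRHR-expressing cells, plated overnight in medium with 10% serum, were loaded with fluo-8 calcium dye at room temperature. After a 10 s baseline, library compound was pin-added and calcium release was recorded kinetically (ex 480/em 530) as agonist response.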
TRHR enhancer: qHTS for Small Molecule Agonists and Allosteric Enhancers of Human TRH Receptor: Primary Screen for Enhancers; Thyrotropin-releasing hormone receptor (Homo sapiens), P34981; TRHR cells, fluo-8 calcium fluorescence, EC20 TRH enhancement; enhancement, % at 2 µM; actives 0.66% (n = 360,000); AID 493056, 2011; in the data active = enhancement above about 30%; note: 0% is about no effect
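TRHR-expressing cells loaded with fluo-8 calcium dye were read kinetically (ex 480/em 530) during compound addition, then stimulated with an EC20 of TRH (10 nM final). Enhancement of the Gq-mediated intracellular calcium response was scored.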
D2 PAM: HTS Assay for Positive Allosteric Modulators of the Human D2 Dopamine Receptor: Primary Screen for Potentiators; D(2) dopamine receptor (Homo sapiens), P14416; HEK293 T-REx D2, calcium flux, EC20 dopamine potentiation; actives 0.34% (n = 340,000); potentiation, % at 10 µM;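 active = potentiation over 3 SD above the plate norm, cut at about 30% in these data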; note: 0% is about no effect
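Cells plated with tetracycline inducer and held overnight at 30 C; calcium dye loaded 30–90 min at room temperature; baseline taken, compound added and read 180 s; EC20 dopamine then added and read 180 s.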
RXFP1 antag: qHTS Assay for Antagonists of the Relaxin Receptor RXFP1 | Relaxin receptor 1 (Homo sapiens), Q9HBX9 | HEK293-RXFP1, relaxin-stimulated cAMP HTRF, 30 min; hits give low values | activity change, negative = inhibition, % at 57.5 µM | actives 0.59% (n = 350,000) | AID 1259400, 2018;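 active = activity change of -60% or lower, but not beyond a set lower limit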; note: % is set by controls: 0 for no effect and ±100 for the full control effect
Target sequence (Q9HBX9 whole entry, looked up): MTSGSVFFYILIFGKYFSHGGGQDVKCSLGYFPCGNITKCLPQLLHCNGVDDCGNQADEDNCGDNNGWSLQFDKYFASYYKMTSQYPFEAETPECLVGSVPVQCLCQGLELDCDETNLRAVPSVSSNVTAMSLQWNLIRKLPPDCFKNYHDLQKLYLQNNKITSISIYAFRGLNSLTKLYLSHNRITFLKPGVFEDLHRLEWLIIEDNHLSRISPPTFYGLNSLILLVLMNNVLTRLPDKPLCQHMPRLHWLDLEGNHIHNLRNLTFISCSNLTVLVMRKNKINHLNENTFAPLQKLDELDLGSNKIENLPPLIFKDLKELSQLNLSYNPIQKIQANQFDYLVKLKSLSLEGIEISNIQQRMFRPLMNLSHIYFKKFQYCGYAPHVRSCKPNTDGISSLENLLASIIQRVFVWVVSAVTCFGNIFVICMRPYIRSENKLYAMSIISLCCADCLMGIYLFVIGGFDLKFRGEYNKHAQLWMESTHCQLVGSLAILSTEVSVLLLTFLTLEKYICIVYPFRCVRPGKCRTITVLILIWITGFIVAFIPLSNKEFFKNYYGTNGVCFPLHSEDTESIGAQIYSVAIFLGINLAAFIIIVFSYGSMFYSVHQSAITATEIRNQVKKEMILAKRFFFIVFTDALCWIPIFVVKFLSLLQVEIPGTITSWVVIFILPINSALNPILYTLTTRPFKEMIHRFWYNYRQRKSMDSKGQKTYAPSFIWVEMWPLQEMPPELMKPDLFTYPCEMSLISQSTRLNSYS
* = called active by the depositor. Cut-off read from the data, not from the text of the source, unless noted: active = activation above about 30%; inactive = the rest.

CC(=O)Nc1ccc(S(=O)(=O)NCC2CCC(C(=O)NC(C)c3ccc4c(c3)OCCO4)CC2)cc1 (stereo not drawn) was read as D1 agonist 8, D2 antagonist -1, D1 antagonist -7, D2 agonist -0.5, D1 potentiator -4, TRHR ag 0.1, TRHR enhancer 2 and D2 PAM -2.
For Nc1nc(COC(=O)CCC(=O)c2ccc(Cl)cc2)nc(Nc2ccccc2)n1 the results were D1 agonist 13, D2 antagonist 22, D1 antagonist -34*, D2 agonist -0.3, TRHR ag 0.4, TRHR enhancer 3, D2 PAM -6 and RXFP1 antag -13.
Screening Cc1cccc(CNc2ncc(-c3cccc([N+](=O)[O-])c3)n2C)c1 returned D1 agonist 1, D2 antagonist 2, D1 antagonist 2, D2 agonist -0.5, D1 potentiator -4, TRHR ag -0.1, TRHR enhancer -5, D2 PAM -7 and RXFP1 antag 4.
For COc1cccc(NC(=O)COc2ccccc2)c1 the results were D1 agonist 3, D2 antagonist 7, D1 antagonist 13, D2 agonist -1.2, D1 potentiator 10, TRHR ag -1.8, TRHR enhancer -5, D2 PAM 0 and RXFP1 antag 5.
Screening Cc1ccc2nc(-c3ccccc3)cc(C(=O)N3CCc4ccccc4C3)c2c1 returned D1 agonist 3, D2 antagonist -6, D1 antagonist -9, D2 agonist -2.2, D1 potentiator -5, TRHR ag 1.1, TRHR enhancer -4 and D2 PAM 6.
For CN(C)CCN(Cc1ccccc1)C(=O)C1CCN(c2ncnc3c2nc2n3CCCCC2)CC1 the results were D1 agonist 1, D2 antagonist 22, D1 antagonist -13, D2 agonist 0.3, D1 potentiator -1, TRHR ag 0.3, TRHR enhancer -2, D2 PAM -14 and RXFP1 antag -3.
Screening Cc1nc(C)c(-c2csc(NCc3ccco3)n2)s1 returned D1 agonist 0, D2 antagonist 2, D1 antagonist -16, D2 agonist -2.3, D1 potentiator -6, TRHR ag -1.8, TRHR enhancer 12, D2 PAM -3 and RXFP1 antag -2.
Screening COC(=O)c1ccc(CSc2nc(-c3ccccc3)cs2)o1 returned D1 agonist 2, D2 antagonist 3, D1 antagonist 15, D2 agonist -1.0, D1 potentiator -5, TRHR ag -0.2, TRHR enhancer 1, D2 PAM 13 and RXFP1 antag -17.
`O=C(COC(=O)c1cccc([N+](=O)[O-])c1)c1ccc2c(c1)OCO2` gave D1 agonist 10, D2 antagonist -9, D1 antagonist -2, D2 agonist -0.1, D1 potentiator -4, TRHR ag 0.0, TRHR enhancer 2 and D2 PAM -1.
Screening Cc1cc(CSc2ccccc2)ccc1NC(=O)c1cccc([N+](=O)[O-])c1 returned D1 agonist 9, D2 antagonist -8, D1 antagonist -13, D2 agonist -1.3, D1 potentiator 0, TRHR ag 0.2, TRHR enhancer -5, D2 PAM -2 and RXFP1 antag 6.
CNC(=O)NC(=O)CSc1nnc(-c2ccco2)n1Cc1ccccc1 was read as D1 agonist 2, D2 antagonist -19, D1 antagonist 27, D2 agonist -0.7, D1 potentiator -4, TRHR ag 0.4, TRHR enhancer -1, D2 PAM 4 and RXFP1 antag 10.
Screening C(=NC12CN3CN(CN(C3)C1)C2)c1ccc2c(c1)OCO2 returned D1 agonist 4, D2 antagonist -2, D1 antagonist 0, D2 agonist 1.6, D1 potentiator -7, TRHR ag 0.3, TRHR enhancer 0, D2 PAM -5 and RXFP1 antag -3.
For CCNc1nc(NCC)nc(C(=O)Nc2ccccc2)n1 the results were D1 agonist 0, D2 antagonist 28, D1 antagonist -12, D2 agonist -0.4, D1 potentiator -6, TRHR ag -0.6, TRHR enhancer -3, D2 PAM -15 and RXFP1 antag -6.
`Cc1sc2ncnc(N3CCC(C(=O)Nc4ccc(S(N)(=O)=O)cc4)CC3)c2c1C` gave D1 agonist 7, D2 antagonist -32, D1 antagonist -7, D2 agonist 0.0, TRHR ag 0.2, TRHR enhancer 2, D2 PAM -2 and RXFP1 antag 5.
`COCCNC(=O)c1cnn2c(C(F)F)cc(-c3ccc(C)cc3)nc12` gave D1 agonist 11, D2 antagonist 9, D1 antagonist -3, D2 agonist -1.3, D1 potentiator -1, TRHR ag -0.8, TRHR enhancer -2, D2 PAM -7 and RXFP1 antag 7.
`Cc1ccc(C2=CC(c3ccccc3C)n3c(nc4ccccc43)N2)cc1` (stereo not drawn) gave D1 agonist 18, D1 antagonist -12, D2 agonist 0.5, D1 potentiator -7, TRHR ag 7.8, TRHR enhancer -3, D2 PAM -17 and RXFP1 antag -9.
`CCOC(=O)c1c(-c2ccc(Cl)cc2)cn2ccccc12` gave D1 agonist 9, D2 antagonist -4, D1 antagonist -23, D2 agonist -0.2, D1 potentiator -10, TRHR ag -0.7, TRHR enhancer 12, D2 PAM -4 and RXFP1 antag -17.
For Cc1ccc(N2CC(c3nnc(Cc4ccc(F)cc4Cl)o3)CC2=O)cc1 (stereo not drawn) the results were D1 agonist 5, D1 antagonist -7, D2 agonist -2.2, D1 potentiator -6, TRHR ag -0.7, TRHR enhancer 20, D2 PAM 6 and RXFP1 antag -32.
Screening O=C(c1ccco1)N1CCN(C(c2ccc(Cl)cc2)c2nnnn2CC2CCCO2)CC1 (stereo not drawn) returned D1 agonist 0, D2 antagonist 10, D1 antagonist 9, D2 agonist 0.3, D1 potentiator -5, TRHR ag 1.0, TRHR enhancer 3, D2 PAM -6 and RXFP1 antag 2.
CCNC(=S)NNC(=O)c1csc(C(C)C)c1 was read as D1 agonist -1, D1 antagonist 11, D1 potentiator 15, TRHR ag -0.1, TRHR enhancer 3 and RXFP1 antag 4.
`COc1ccc(-n2nccc2-c2nn(-c3cccc(OC)c3)c(=O)n(C)c2=O)cc1` gave D1 agonist 1, D2 antagonist 1, D1 antagonist -4, D2 agonist 0.8, D1 potentiator 0, TRHR ag -0.4, TRHR enhancer -2, D2 PAM 5 and RXFP1 antag -16.
`O=C(c1ccc(C(F)(F)F)cc1)N1CCC(=O)N(C(COCc2ccc(C(F)(F)F)cc2)Cc2ccccc2)CC1` (stereo not drawn) gave D1 agonist -5, D2 antagonist 10, D1 antagonist 24, D2 agonist 0.1, D1 potentiator 0, TRHR ag -0.4, TRHR enhancer 6 and D2 PAM 9.
For CC1(NC(=O)Cn2cc(C(F)(F)F)ccc2=O)CCS(=O)(=O)C1 (stereo not drawn) the results were D1 agonist 1, D2 antagonist 5, D1 antagonist -1, D2 agonist 0.6, D1 potentiator 2, TRHR ag 0.2, TRHR enhancer -1, D2 PAM -4 and RXFP1 antag 5.
`CCCOC(=O)Nc1ccc(S(=O)(=O)Nc2ncccn2)cc1` gave D1 agonist 3, D2 antagonist -3, D1 antagonist 4, D2 agonist -0.2, D1 potentiator -1, TRHR ag -0.2, TRHR enhancer 2, D2 PAM 17 and RXFP1 antag -6.
`CC1CCN(C(=O)CSc2c(C(C)C)cnc3c2c(=O)n(C)c(=O)n3C)CC1` gave D1 agonist -1, D1 antagonist 1, D2 agonist -0.2, D1 potentiator -3, TRHR ag -0.2, TRHR enhancer 8, D2 PAM -4 and RXFP1 antag 12.
Screening CCOc1ccc(C(=O)n2cnnc2N)cc1 returned D1 agonist 1, D2 antagonist 1, D1 antagonist 1, D2 agonist -0.4, D1 potentiator -5, TRHR ag -1.1, TRHR enhancer -3, D2 PAM -1 and RXFP1 antag 1.
`COc1cccc(CN(C)S(=O)(=O)c2cccs2)c1` gave D1 agonist -3, D2 antagonist 2, D1 antagonist -13, D2 agonist -0.3, D1 potentiator -7, TRHR ag -0.9, TRHR enhancer 1, D2 PAM 7 and RXFP1 antag -17.
Screening Cc1ccc(CN2CCN(Cc3nc4c(s3)CCCC4)CC2CCO)cc1 (stereo not drawn) returned D1 agonist 5, D2 antagonist -3, D1 antagonist -7, D2 agonist 0.4, D1 potentiator -3, TRHR ag 0.3, TRHR enhancer 2, D2 PAM 5 and RXFP1 antag -14.
Cc1cc(Nc2ccc(F)cc2C)n2nc(C)nc2n1 was read as D1 agonist -1, D2 antagonist 17, D1 antagonist -26, D2 agonist 0.6, TRHR ag -0.3, TRHR enhancer -9 and D2 PAM -1.
`CC(=O)C(Cc1ccc(Cl)nc1)Cc1ccc(Cl)nc1` gave D1 agonist 1, D2 antagonist -1, D1 antagonist -2, D2 agonist 0.5, D1 potentiator 7, TRHR ag -0.8, TRHR enhancer 25, D2 PAM -2 and RXFP1 antag 1.

Compounds shown so far that have an aryl methoxy group:
For COc1cccc(NC(=O)COc2ccccc2)c1 the results were D1 agonist 3, D2 antagonist 7, D1 antagonist 13, D2 agonist -1.2, D1 potentiator 10, TRHR ag -1.8, TRHR enhancer -5, D2 PAM 0 and RXFP1 antag 5.
`COc1ccc(-n2nccc2-c2nn(-c3cccc(OC)c3)c(=O)n(C)c2=O)cc1` gave D1 agonist 1, D2 antagonist 1, D1 antagonist -4, D2 agonist 0.8, D1 potentiator 0, TRHR ag -0.4, TRHR enhancer -2, D2 PAM 5 and RXFP1 antag -16.
`COc1cccc(CN(C)S(=O)(=O)c2cccs2)c1` gave D1 agonist -3, D2 antagonist 2, D1 antagonist -13, D2 agonist -0.3, D1 potentiator -7, TRHR ag -0.9, TRHR enhancer 1, D2 PAM 7 and RXFP1 antag -17.

Later entries.
Screening COc1ccc(CNC(=O)C(C)n2nc(C)c3c(C)n(-c4ccc(C)cc4)nc3c2=O)cc1 (stereo not drawn) returned D1 agonist -1, D2 antagonist 7, D1 antagonist 20, D2 agonist 0.7, D1 potentiator -3, TRHR ag -0.7, TRHR enhancer -6, D2 PAM -3 and RXFP1 antag 19.
For CCCCNCCOCCOc1ccc(F)cc1 the results were D1 agonist 2, D2 antagonist 11, D1 antagonist -25, D2 agonist -0.2, D1 potentiator -10, TRHR ag -0.2, TRHR enhancer 3, D2 PAM -13 and RXFP1 antag 6.
For CCN(CC)S(=O)(=O)c1ccc(NC(=O)c2ccc(CN3CCOCC3)cc2)cc1 the results were D1 agonist -3, D2 antagonist 8, D1 antagonist 25, D2 agonist 0.8, D1 potentiator 2, TRHR ag -0.4, TRHR enhancer 13, D2 PAM 30* and RXFP1 antag -24.
Screening O=C(c1cccc(S(=O)(=O)N2CCOCC2)c1)N1CCCc2ccccc21 returned D1 agonist 1, D2 antagonist 7, D1 antagonist -1, D2 agonist 1.2, D1 potentiator -1, TRHR ag 1.1, TRHR enhancer 4, D2 PAM -7 and RXFP1 antag 1.
Screening CCOc1ccccc1NC(=O)N1CCCC1C(=O)NCc1ccco1 (stereo not drawn) returned D1 agonist 1, D2 antagonist -3, D1 antagonist -11, D2 agonist 1.6, D1 potentiator -6, TRHR ag -1.1, TRHR enhancer 7, D2 PAM 13 and RXFP1 antag -10.

Bioassay records as filed in PubChem BioAssay.
